ABHD5-PLIN5 inh: blocks binding of human ABHD5 to perilipin-5. inhibition, % at 4 µM. Split G. princeps luciferase complementation, luminescence, 4 h. 0.78% of 360,000 active. AID 602281;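 active = inhibition above the mean inhibition across every tested compound plus 3 SD, cut at about 22% in these data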;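 also: 0% = DMSO only wells and the 100% control is not disclosed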
NR2F2 inh: inhibitors of human COUP-TFII (NR2F2); P24468; HEK293T NGFI-A luciferase reporter, luminescence; inhibition, % at 8.6 µM; 0.7% of 370,000 active;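 active = inhibition above a per-plate cutoff, mean inhibition of test wells between control levels plus 3 SD, cut at about 38% in these data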;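 also: cells cotransfected with COUP-TFII expression vector driving the NGFI-A reporter; 0% = median of COUP-TF2 test wells and 100% = reporter-only cells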
SRC2 inh: inhibits human steroid receptor coactivator 2 | HEK293 GAL4-SRC2 luciferase reporter, luminescence | inhibition, % at 9 µM | 0.17% of 370,000 active | AID 651957;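 active = inhibition above the mean inhibition of all tested compounds plus 3 SD, set per campaign, cut at about 52% in these data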;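 also: 0% = DMSO treated cells and 100% = cells given Gossypol at 36 µM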
SRC3 inh: inhibitors of human steroid receptor coactivator 3 (SRC3); HEK293 GAL4-SRC3 luciferase reporter, luminescence; inhibition, % at 3.6 µM; 0.17% of 360,000 active;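 active = inhibition above a per-campaign cutoff, the mean of all compounds plus 3 SD, cut at about 60% in these data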;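 also: 0% = DMSO-treated cells and 100% = gossypol-treated cells at 36 µM; higher means less SRC3-driven luciferase light from the GAL4 reporter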
Target sequence (Q9Y6Q9 whole entry, looked up, the tested form may be a part): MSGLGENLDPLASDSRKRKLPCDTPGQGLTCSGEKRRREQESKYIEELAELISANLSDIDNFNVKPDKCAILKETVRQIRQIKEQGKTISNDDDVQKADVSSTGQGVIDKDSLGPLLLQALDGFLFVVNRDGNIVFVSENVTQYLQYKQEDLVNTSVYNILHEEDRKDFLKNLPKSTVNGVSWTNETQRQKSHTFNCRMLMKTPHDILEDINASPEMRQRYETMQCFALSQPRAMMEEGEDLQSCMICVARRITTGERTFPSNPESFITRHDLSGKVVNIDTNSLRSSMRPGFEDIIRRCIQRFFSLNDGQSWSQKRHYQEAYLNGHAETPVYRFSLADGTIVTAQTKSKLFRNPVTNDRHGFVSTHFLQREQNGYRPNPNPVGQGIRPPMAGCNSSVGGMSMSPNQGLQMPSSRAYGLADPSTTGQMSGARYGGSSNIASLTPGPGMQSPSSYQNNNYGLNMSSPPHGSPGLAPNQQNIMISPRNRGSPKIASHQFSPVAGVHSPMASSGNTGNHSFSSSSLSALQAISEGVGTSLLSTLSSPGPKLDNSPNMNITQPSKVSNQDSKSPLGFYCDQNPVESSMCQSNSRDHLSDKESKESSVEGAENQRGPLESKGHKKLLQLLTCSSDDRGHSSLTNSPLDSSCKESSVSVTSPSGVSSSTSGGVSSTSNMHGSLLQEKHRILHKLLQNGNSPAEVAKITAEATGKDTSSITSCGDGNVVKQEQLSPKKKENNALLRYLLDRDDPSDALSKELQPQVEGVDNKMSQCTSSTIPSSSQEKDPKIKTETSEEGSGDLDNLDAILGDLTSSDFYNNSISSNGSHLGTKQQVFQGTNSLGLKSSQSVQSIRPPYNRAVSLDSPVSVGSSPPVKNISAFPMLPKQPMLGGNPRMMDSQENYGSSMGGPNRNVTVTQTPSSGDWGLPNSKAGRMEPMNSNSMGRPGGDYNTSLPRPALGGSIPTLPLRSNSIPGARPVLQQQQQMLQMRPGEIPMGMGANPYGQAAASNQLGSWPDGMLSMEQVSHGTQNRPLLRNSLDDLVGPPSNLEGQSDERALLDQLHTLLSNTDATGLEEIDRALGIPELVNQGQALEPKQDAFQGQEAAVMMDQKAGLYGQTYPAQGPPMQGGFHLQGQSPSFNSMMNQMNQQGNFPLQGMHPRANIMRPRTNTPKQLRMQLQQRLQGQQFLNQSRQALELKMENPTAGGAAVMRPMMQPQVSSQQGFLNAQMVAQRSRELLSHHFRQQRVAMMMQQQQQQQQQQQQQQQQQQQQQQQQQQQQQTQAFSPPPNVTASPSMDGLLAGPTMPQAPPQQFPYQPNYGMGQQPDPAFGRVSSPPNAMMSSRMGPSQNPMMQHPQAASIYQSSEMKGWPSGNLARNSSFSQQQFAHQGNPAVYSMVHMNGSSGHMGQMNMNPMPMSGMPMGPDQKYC
NOD2 RIPK2 PPI: inhibitors of human NOD2-RIPK2 interaction; O43353; CHO BLA complementation NOD2-RIPK2, CCF4 ratio; inhibition, % at 4.98 µM; 0.38% of 360,000 active; AID 624267; in the data active = inhibition above about 21%;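 also: 0% = vehicle only and 100% = reference blocker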
Granule exo inh: lytic granule exocytosis inhibition; TALL-104 LAMP-1 surface exposure, flow cytometry; cells stimulated with thapsigargin and PMA; inhibition, % at 10 µM; 0.66% of 360,000 active; AID 651702;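 active = inhibition above about 55%, limit read from the data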
SRC1 inh: inhibits human SRC1 coactivator; Q15788; HEK293 GAL4-SRC1 luciferase reporter, luminescence; inhibition, % at 3.6 µM; 0.12% of 360,000 active;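 active = inhibition above the campaign mean plus 3 SD, with each screening campaign given its own cutoff, cut at about 60% in these data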;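 also: 0% = DMSO treated cells and 100% = gossypol at 36 µM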
TROY signal inh: blocks TROY-dependent signaling in reporter cells | Q293 LMP1-TROYcd NF-kB luciferase reporter, 4 h | inhibition, % at 10 µM | 0.98% of 360,000 active;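 active = compounds whose plate-normalised and pattern-corrected inhibition of the luciferase reporter signal at the single screening dose is 50% or more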
NR5A2 inv ag: inverse agonists of human LRH-1 (NR5A2); O00482; HEK293T StAR-luciferase reporter, LRH-1 transfected, 24 h; inhibition, % at 3.6 µM; 0.13% of 360,000 active; AID 602396;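 active = inhibition above the mean inhibition of all tested compounds plus 3 SD, cut at about 73% in these data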;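 also: 0% = DMSO wells and 100% = reporter-only cells lacking LRH-1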
TLR9-MyD88 inh: inhibitors of human TLR9-MyD88 binding | CHO BLA complementation TLR9-MyD88, CCF4 FRET ratio | inhibition, % at 4.98 µM | 0.21% of 340,000 active | AID 504734;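 active = inhibition above the mean over all tested compounds plus 3 SD, cut at about 21% in these data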;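 also: 0% = DMSO only wells and 100% = clavulanate BLA inhibitor control wells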
TWEAK-Fn14 inh: blocks TWEAK-Fn14 interaction in a reporter cell assay; 2% of 360,000 active; TWEAK-stimulated Fn14 reporter cells, luciferase luminescence, 8 h; inhibition, % at 10 µM; AID 1159606; in the data active = inhibition above about 50%
The depositor's hits bear a star; / = no result given. The list is partial, so the mix of outcomes need not match the whole.

Results follow in this order: ABHD5-PLIN5 inh	NR2F2 inh	SRC2 inh	SRC3 inh	NOD2 RIPK2 PPI	Granule exo inh	SRC1 inh	TROY signal inh	NR5A2 inv ag	TLR9-MyD88 inh	TWEAK-Fn14 inh
CC1CN(C(=O)COC(=O)c2cc3ccccc3cc2O)CC(C)O1 (stereo not given)
 : -2.6	19.9	2.8	4.8	-4.5	-2.7	6.4	-10.3	19.5	-4.5	1.2
CC1(C)[C@@H](O)CC[C@]2(C)C3C(O)C=C4[C@H]5C[C@@](C)(CO)CC[C@]5(C)CC[C@]4(C)[C@]3(C)CC[C@@H]12 (stereo not given in full)
 : 1.8	-11.0	14.7	-13.7	-7.0	-11.4	-12.4	42.7	-18.2	3.9	33.4
COC(=O)CC1C(=O)NCCN1C(=O)CSc1nc2ccc([N+](=O)[O-])cc2s1 (stereo not given)
 : 3.7	17.0	-11.9	9.0	-9.3	2.3	3.2	-1.7	7.9	-8.6	35.3
CCC(=O)Nc1nc(C)c(-c2csc(Nc3cccc(C(=O)O)c3)n2)s1
 : -23.1	-2.4	0.3	-11.4	8.6	-2.0	-15.6	-23.2	-64.5	-7.6	2.1
O=C(Oc1ccc2ccccc2c1)c1ccccc1
 : 0.9	2.4	-2.2	-3.8	-6.8	-4.2	3.5	-59.8	-0.2	-15.2	-21.6
CCc1cc2c(-c3ccccc3)cc(=O)oc2cc1OC(C)C(C)=O (stereo not given)
 : -4.6	-2.2	-21.6	-2.9	8.0	-2.1	-12.2	20.4	21.9	1.7	-0.9
C[C@]12c3[nH]c4ccc(Cl)cc4c3CCN1C(=O)[C@@H](CC(=O)NCCN1CCOCC1)C[C@@H]2C(=O)N1CCOCC1
 : -0.4	8.7	-50.8	-13.6	-13.8	13.7	-11.1	7.1	19.8	3.0	-18.3
COc1ccc(NC(=O)CSCC(=O)Nc2ccccc2C(=O)N2CCCCC2)cc1
 : 3.5	-6.0	37.0	15.9	-10.1	-0.8	8.8	5.7	-2.4	2.2	-4.0
O=C(COC(=O)c1ccc([N+](=O)[O-])o1)NC1CCCC1
 : 7.6	6.0	9.4	-2.0	-5.1	-6.5	-11.1	6.9	13.3	-12.1	-3.3
CCOC(=O)C1(Cc2ccc(OC)cc2)CCN(C(=O)CCn2ccc(C)n2)CC1
 : 1.6	-4.8	-29.8	-9.2	-8.7	-2.3	-18.2	-33.7	4.3	-3.1	8.4
COc1cc(CNCc2cccs2)cc(Br)c1OC
 : -1.4	4.9	-27.2	17.5	0.4	-1.1	-16.6	10.9	-5.5	-7.0	-3.1
COc1ccc(C(=O)N2CCC(C(=O)Nc3ccccc3OC)CC2)cc1
 : -4.7	-16.5	-19.8	11.5	3.2	-1.2	10.5	-22.3	-8.7	-4.4	-2.2
NC(=O)COC(=O)c1ccc2c(c1)S(=O)(=O)N=C1CCCCCN12
 : 1.9	4.5	-6.5	3.2	-6.3	-0.4	-2.7	-8.2	9.2	-1.3	-6.0
Cc1ccc(C(=O)N2c3ccccc3Sc3ccccc32)cc1
 : 6.5	1.2	24.2	-14.4	2.8	-1.3	-0.8	6.6	-17.5	/	-1.8
Cn1nc(C(=O)OCc2ccccc2F)c2ccccc2c1=O
 : -3.0	18.8	-4.8	7.7	-20.7	2.1	11.0	-19.6	-3.4	-1.5	10.4
CCOC(=O)c1[nH]c2cc(OC)c(OC)cc2c1NC(=O)c1nonc1C
 : 0.3	-11.9	-14.3	2.3	-0.8	0.6	6.7	-23.4	19.3	-17.8	12.6
COCCCNC(=O)Cc1ccccc1OC
 : 3.0	-3.7	8.1	2.1	2.8	-9.5	-13.3	-4.8	-13.9	-1.6	16.8
CC(=O)C(N=Nc1ccccc1)(Sc1nnc(-c2ccccc2)n1-c1ccccc1)C(=O)Nc1ccccc1 (stereo not given)
 : 4.0	-8.4	-30.5	-15.0	-19.3	-2.2	8.2	-12.8	-8.0	-0.3	12.0
COc1cc(CN(C(=S)NCC(=O)N2CCCC2)C2CCCC2)cc(OC)c1OC
 : -5.2	9.1	-12.2	13.0	6.0	-6.3	-12.4	15.6	-12.0	-11.0	-20.1
CCOc1ccc(S(=O)(=O)Nc2ccccc2C(=O)N(C)C2CCN(C)CC2)cc1
 : 9.2	-0.7	-7.0	-1.7	3.5	-2.9	-4.3	-24.4	-21.7	-2.1	15.3
CCOC(=O)N1CCN(C(=O)c2cc(COc3c(F)cccc3F)on2)CC1
 : 0.1	-29.9	-79.0	-95.8	-4.4	2.1	-99.1	-46.6	-124.3	-10.6	-6.5
CCOP(=O)(OCC)C(NC(=O)c1ccc(OC)cc1)c1ccccc1 (stereo not given)
 : -2.4	2.1	-11.7	-0.3	-0.9	1.0	-1.3	14.8	7.7	-1.3	11.6
CC1(C)O[C@@H]2[C@H](O1)[C@@H](COS(=O)(=O)O)O[C@H]2n1cc(Br)c(=O)[nH]c1=O
 : -3.0	-9.5	3.1	5.5	3.9	10.2	5.7	-5.6	21.6	-6.2	-2.5
CCc1ccc(NC(=O)C(=O)NCCN2CCN(S(C)(=O)=O)CC2)cc1
 : -2.9	27.4	-6.0	8.5	-8.5	20.1	-7.1	1.1	-11.0	5.1	-5.6
COCCn1c(-c2ccc(Cl)cc2)cnc1SCC(=O)NCCc1ccc(OC)c(OC)c1
 : -5.3	22.5	14.2	-9.4	4.1	-2.5	-2.7	10.4	13.9	-0.4	0.8
C=CCn1c(SCC(=O)c2ccc(Br)cc2)nnc1C(CC(C)C)NC(=O)c1cccs1 (stereo not given)
 : -2.8	0.0	-11.6	14.6	4.5	-1.3	1.1	-17.5	12.5	-12.7	22.6
O=c1cc(CSc2nnnn2-c2ccc(O)cc2)nc2sccn12
 : 3.3	-14.2	-2.3	9.0	4.0	-2.9	-9.7	-1.0	12.8	2.7	5.8
COC(=O)c1ccc(NC(=O)CSc2nnc(-c3cccnc3)o2)cc1
 : -1.2	-8.8	9.3	-26.3	-9.7	2.5	14.2	13.8	-5.6	-2.6	-6.3
COc1ccc(NS(=O)(=O)c2cccc(NC(=O)COc3ccccc3[N+](=O)[O-])c2)cc1
 : 4.8	14.5	3.1	-43.4	-3.3	20.3	-14.2	29.2	0.8	-0.9	3.0
CCCCCCCCc1nnc(NC(=O)c2ccco2)s1
 : 12.8	18.8	-5.1	1.6	-12.7	-1.1	-1.4	-12.0	1.7	-2.9	-0.3

Results in TWEAK-Fn14 inh, for some of the entries so far:
Molecule | TWEAK-Fn14 inh
COC(=O)c1ccc(NC(=O)CSc2nnc(-c3cccnc3)o2)cc1 | -6.3
COc1ccc(NS(=O)(=O)c2cccc(NC(=O)COc3ccccc3[N+](=O)[O-])c2)cc1 | 3.0

Other compounds:
Results follow in this order: ABHD5-PLIN5 inh	NR2F2 inh	SRC2 inh	SRC3 inh	NOD2 RIPK2 PPI	Granule exo inh	SRC1 inh	TROY signal inh	NR5A2 inv ag	TLR9-MyD88 inh	TWEAK-Fn14 inh
COc1cc(C(=O)Nc2ccc(N(C)C)cc2)cc(OC)c1OC
 : -9.1	-40.8	-28.1	-63.6	-1.7	-4.9	-79.4	-28.9	-47.0	0.0	-7.8
Cc1ccc(Nc2ccc([N+](=O)[O-])nc2[N+](=O)[O-])cc1
 : 0.7	27.2	-3.0	0.2	4.9	1.0	8.4	7.2	8.3	6.7	11.6
COc1ccc(CCNC(=O)CSc2nnc(-c3cccc(C)c3)o2)cc1OC
 : 3.0	-7.1	-2.9	-1.5	3.8	-1.3	-47.0	-0.8	5.1	-3.8	-0.7
COc1ccc(-c2nnc(SCC(=O)c3[nH]c(C)c(C(C)=O)c3C)o2)cc1
 : 0.3	16.6	-18.4	-21.9	1.5	-0.3	-2.8	21.8	5.2	-3.5	30.4
CC1CCCC(C)N1CCCNC(=O)Cn1ncc2c([nH]c3ccccc32)c1=O (stereo not given)
 : -1.4	-2.2	-12.8	9.9	-4.1	-7.7	-7.3	-0.1	13.1	2.0	-3.7
O=C(COc1ccc(Cl)cc1)NCc1n[nH]c(=O)c2ccccc12
 : -0.3	-5.0	-19.7	14.4	6.8	-4.8	-10.3	-1.6	-10.8	0.9	-13.5
CCc1ccc(/C=N/NC(=O)c2nnn(-c3nonc3N)c2CN2CCc3ccccc32)cc1
 : -2.4	-6.0	-3.5	3.0	-1.0	-0.7	-7.8	-7.7	13.9	-5.7	-3.8
O=C(OCC(=O)N1CCCc2ccccc21)c1ccc(F)c(S(=O)(=O)N2CCOCC2)c1
 : 11.0	13.5	0.7	-14.5	12.5	-1.8	12.6	-13.6	-10.2	-6.0	-14.8
COc1ccc(C2=NN(CCC(=O)NC3CCC(C)CC3)C(=O)CC2)cc1 (stereo not given)
 : -0.2	-7.0	4.6	3.0	1.3	-0.5	1.5	-9.1	-12.9	1.0	17.3
OC(COc1ccccc1)CN1CCCCCC1 (stereo not given)
 : 2.7	0.4	4.9	0.0	-2.2	-0.8	1.6	4.5	5.0	-1.9	27.0
Cc1ccc2nc(-c3ccccc3)c(CN3CCN(c4ccccc4F)CC3)n2c1
 : -1.5	1.6	-11.2	4.5	2.1	14.7	3.5	-4.4	-13.6	13.3	3.9
CN1C(C)(C)CC(=NOC(=O)c2ccccc2)CC1(C)C
 : -2.2	9.6	1.5	10.9	-3.8	-2.0	-15.2	-9.2	7.3	5.6	-1.4
CCc1ccc(OCC(=O)Nc2ccc(CN3CCCCC3)cc2)cc1
 : 2.6	-1.1	-0.6	7.7	-4.0	0.3	-21.2	-0.6	-5.4	1.2	-1.6
COc1cc(C(=O)Nc2nc(-c3cc(C)ccc3C)c(C)s2)ccc1OCC(=O)Nc1ccc(F)cc1
 : -5.4	-7.5	-35.1	8.0	-3.1	-0.6	11.6	24.0	14.9	1.9	21.2
Cc1nn(CC#N)c(=O)n1-c1ccccc1F
 : 4.3	9.4	-2.9	-6.0	2.3	-4.8	2.9	-2.8	7.1	-3.3	-12.5
COc1ccc(C(=O)CSc2nnc3ccccn23)cc1OC
 : -3.4	2.0	-21.5	1.0	-8.2	-2.8	-11.0	-9.1	-6.7	-7.0	-10.7
Cc1ccc(S(=O)(=O)N(C)C[C@@H]2OCc3cnnn3CCCC(=O)N([C@H](C)CO)C[C@@H]2C)cc1
 : 1.1	7.4	-6.2	9.8	8.2	-2.2	14.7	-9.6	-2.0	-1.8	6.6
CC(=O)[C@@]1(O)CCC2C3CC[C@H]4C[C@@H](O)CC[C@]4(C)C3CC[C@@]21C (stereo not given in full)
 : -6.5	0.3	-15.1	-3.2	-1.1	-2.0	0.3	-0.5	-3.6	-8.7	-5.5
C=CCNC(=O)c1onc(CSc2cccc(OCC)c2)c1C(=O)O
 : -2.6	6.1	-10.7	-19.9	-11.8	-5.5	-10.0	-3.7	6.2	-11.8	-65.5
CC(O)c1nc2ccccc2n1C1CCCCC1 (stereo not given)
 : 2.8	16.1	1.3	23.9	4.5	1.2	13.8	1.6	2.6	1.6	-2.6
COc1ccc(OCCN2C(=O)NC3(CCc4ccccc4C3)C2=O)cc1 (stereo not given)
 : -4.9	23.7	-24.2	3.4	-3.5	-2.2	-0.5	8.1	2.9	4.3	-12.7
CCc1ccc(C(=O)N2CCN(c3ccc(F)cc3)CC2)s1
 : -3.3	-12.5	-11.4	-7.2	-6.4	-3.2	-2.3	-40.2	-1.6	-7.9	-2.2

Source: PubChem
